Screening results as filed in PubChem BioAssay.
GAA850 FXN act: frataxin GAA850 promoter activation; AID 540364; activation, % at 6 µM; HEK293 lucGAA850 FXN promoter luciferase reporter, 24 h; percent of 10 µM SAHA response; 360,000 tested, 0.56% active;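 active = activation above the average of all compounds screened plus 3 SD, cutoff fixed separately per campaign, cut at about 7.5% in these data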;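 also: 0% = DMSO wells and 100% = 10 µM SAHA wells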
DAX1 inh-1: DAX1 (NR0B1) inhibition, primary screen. HEK293T StAR-luciferase reporter, SF-1/DAX-1 repression relief. inhibition, % at 6.8 µM. 370,000 tested, 1.1% active. AID 652010;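 active = inhibition above the mean over all tested compounds plus 3 SD, cut at about 3.6% in these data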;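 also: 0% = DAX-1 cells with DMSO and 100% = cells lacking DAX-1 with DMSO; higher inhibition means more luminescence from relief of DAX-1 repression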
NPR1 activator: GC-A (human) enzyme activation; P16066; HEK293 GC-A cells, cGMP TR-FRET, EC30 ANP; 0% at EC30 ANP, 100% saturating ANP; 370,000 tested, 0.14% active; activation, % at 10 µM; AID 1671463; in the data active = activation above about 40%
hcDAF12 agonist: activators of H. contortus DAF-12 nuclear receptor | 370,000 tested, 1.4% active | HEK293 hcDAF-12 lit1-tk-luc reporter, luminescence; 0% DMSO, 100% Δ7-dafachronic acid | activation, % at 6.8 µM;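 active = activation above the mean of all tested compounds plus 3 SD, cut at about 5.5% in these data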;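 also: 100% = response to 3 µM Δ7-dafachronic acid high control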
hgDAF-12 ag: activates the H. glycines DAF-12 receptor ligand-binding domain. activation, % at 6.8 µM. HEK293 GAL4-hgDAF12 UAS-luciferase reporter, agonist luminescence; normalized to butyrate control. 370,000 tested, 1.8% active;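 active = activation above a cutoff set at the mean of all screened compounds plus 3 SD, cut at about 10% in these data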;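 also: 0% = DMSO wells and 100% = sodium butyrate wells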
HGIII-sPLA2 inh: Inhibits HGIII-sPLA2 liposome hydrolysis, primary screen; Q9NZ20; QFRET BODIPY PC-A2 liposome hydrolysis, fluorescence; inhibition, % at 12.2 µM; 370,000 tested, 0.56% active;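 active = inhibition above mean plus 3 SD of compounds lying within the high and low control bounds, cut at about 19% in these data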;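 also: 0% = median of test compound wells and 100% = no enzyme DMSO wells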
Target sequence (Q9NZ20 whole entry, looked up): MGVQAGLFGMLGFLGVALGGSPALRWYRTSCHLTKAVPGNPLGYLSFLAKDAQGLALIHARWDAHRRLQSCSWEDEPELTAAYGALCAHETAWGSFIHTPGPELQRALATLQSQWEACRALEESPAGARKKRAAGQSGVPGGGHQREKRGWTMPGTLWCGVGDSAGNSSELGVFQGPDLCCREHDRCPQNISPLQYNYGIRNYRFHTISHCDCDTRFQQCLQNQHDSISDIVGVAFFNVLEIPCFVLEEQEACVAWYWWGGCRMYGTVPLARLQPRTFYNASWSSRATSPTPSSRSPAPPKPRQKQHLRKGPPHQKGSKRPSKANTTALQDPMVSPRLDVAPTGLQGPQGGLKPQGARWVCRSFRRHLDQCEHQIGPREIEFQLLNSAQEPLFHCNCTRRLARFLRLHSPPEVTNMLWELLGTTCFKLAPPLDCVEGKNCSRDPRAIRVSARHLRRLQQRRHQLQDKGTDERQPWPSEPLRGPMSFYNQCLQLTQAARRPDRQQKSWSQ
ssDAF-12 act: activators of S. stercoralis DAF-12 nuclear receptor. activation, % at 6.8 µM. 370,000 tested, 1% active. AID 652126. HEK293 ssDAF-12/GRIP1 lit1-tk-luc reporter, luminescence; % of 3 µM dafachronic acid response;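 active = activation above the mean over all tested compounds plus 3 SD, cut at about 0.9% in these data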;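 also: 0% = DMSO-only wells and 100% = 3 µM delta7-dafachronic acid wells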
SMARCA2 activ: SMARCA2 function activation, primary screen | MG213 cells, MMTV-luciferase reporter, dexamethasone, overnight | activation, % at 9.1 µM | 370,000 tested, 1% active; in the data active = activation above about 7.8%;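 also: 0% = vehicle wells and 100% = reference activator wells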
DAX1 inh-2: inhibitors of human orphan nuclear receptor DAX1 (NR0B1); 340,000 tested, 0.99% active; HEK293 Gal4-DAX1 luciferase reporter, luminescence; inhibition, % at 6.75 µM; AID 504766;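 active = inhibition above the mean over all tested compounds plus 3 SD, cut at about 4.2% in these data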;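 also: 0% = DAX1-transfected cells with DMSO and 100% = empty-vector control cells with DMSO; inhibition shows as a rise in luminescence from relieved DAX1 repression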
NPR2 activator: GC-B (human) receptor activation; P20594; HEK293-GC-B cells, CNP EC30, cGMP TR-FRET; 0% at EC30 CNP, 100% saturating CNP; activation, % at 10 µM; 370,000 tested, 0.11% active;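 active = activation at 10 µM reaching about 35% in either raw or pattern-adjusted values, limit read from the data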
KLK7 zymogen act: activators of human kallikrein-7 zymogen | P49862 | 370,000 tested, 0.9% active | purified proKLK7, EDANS-DABCYL substrate fluorescence; 100% is mature enzyme control, 0% vehicle | activation, % at 7 µM;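 active = activation above the mean of all tested compounds plus 3 SD, computed per campaign excluding outliers beyond control limits, cut at about 13% in these data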
Target sequence (P49862 whole entry, looked up): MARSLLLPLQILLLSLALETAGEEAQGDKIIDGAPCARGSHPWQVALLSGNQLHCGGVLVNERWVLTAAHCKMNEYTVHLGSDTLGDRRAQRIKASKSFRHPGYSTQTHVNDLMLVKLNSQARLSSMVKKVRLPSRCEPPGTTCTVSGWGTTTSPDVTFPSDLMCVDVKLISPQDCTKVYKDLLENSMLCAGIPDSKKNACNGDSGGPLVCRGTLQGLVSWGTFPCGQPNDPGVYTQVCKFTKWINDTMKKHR
* marks the source's active call; other numbers are inactive results; . = not tested or not shown. This is a random part of the collection (roughly 6.7% active in at least one column).

SMILES	GAA850 FXN act	DAX1 inh-1	NPR1 activator	hcDAF12 agonist	hgDAF-12 ag	HGIII-sPLA2 inh	ssDAF-12 act	SMARCA2 activ	DAX1 inh-2	NPR2 activator	KLK7 zymogen act
CCNC(=S)Nc1cccc(S(=O)(=O)NC2=NCCC2)c1	0.1	-0.4	0	-0.7	3.3	2	-0.6	0	0.0	7	-0.8
C[C@H](O)[C@@H]1CN2CCc3c([nH]c4c(-c5ccc6c(c5)OCO6)cccc34)[C@@H]2C[C@@H]1N(C)C(=O)c1ccccc1F	.	-1.3	-6	-1.9	-1.0	-13	-1.7	-4	.	-12	0.9
CN(C)c1nc(N)c([N+](=O)[O-])c(NCc2ccccc2)n1	7.6*	0.1	12	-0.8	1.9	-1	-1.0	-2	-1.5	5	0.3
COC1=Nc2ccccc2/C=C\c2ccccc21	1.9	0.3	0	0.6	3.7	-1	-0.8	-4	-0.1	0	-0.2
CC(C)CCn1c(=O)c2ccccc2n2c(CCl)nnc12	-1.3	-1.5	17	0.0	-1.9	-2	-1.4	-2	-0.7	6	-0.5
N#Cc1c(N2CCN(C(=O)c3ccco3)CC2)nc(-c2ccccc2)c2c1CCCC2	2.7	-1.6	5	-3.0	-4.2	-4	-2.2	-2	-2.2	-1	-65
CC(C)C1=CC(=Nc2ccc(S(N)(=O)=O)cc2)C=C(C(C)C)C1=O	2.2	-0.2	8	0.2	-0.1	11	-1.3	-1	2.8	4	0.3
Cc1cccn2cc(CNC(=O)CC3CCCC3)nc12	3.0	-0.3	-2	-1.7	1.4	1	-1.2	0	-0.7	1	0.1
COc1ccc(NC(=O)Nc2cccs2)cc1OC	2.3	1.1	3	0.8	2.5	-4	-1.6	0	-0.3	-3	0.4
COc1ccc(CCNC(=O)c2ccc(-c3ccc([N+](=O)[O-])cc3Cl)o2)cc1	-1.4	-1.3	-2	0.2	0.5	-7	-1.1	-1	-1.1	1	-0.5

Compound profiles, from the list above:
COc1ccc(CCNC(=O)c2ccc(-c3ccc([N+](=O)[O-])cc3Cl)o2)cc1 in the list: GAA850 FXN act = -1.4; DAX1 inh-1 = -1.3; NPR1 activator = -2; hcDAF12 agonist = 0.2; hgDAF-12 ag = 0.5; HGIII-sPLA2 inh = -7; ssDAF-12 act = -1.1; SMARCA2 activ = -1; DAX1 inh-2 = -1.1; NPR2 activator = 1; KLK7 zymogen act = -0.5
CC(C)CCn1c(=O)c2ccccc2n2c(CCl)nnc12 in the list: GAA850 FXN act = -1.3; DAX1 inh-1 = -1.5; NPR1 activator = 17; hcDAF12 agonist = 0.0; hgDAF-12 ag = -1.9; HGIII-sPLA2 inh = -2; ssDAF-12 act = -1.4; SMARCA2 activ = -2; DAX1 inh-2 = -0.7; NPR2 activator = 6; KLK7 zymogen act = -0.5

Molecules listed so far containing nitrogen in an aromatic ring:
SMILES	GAA850 FXN act	DAX1 inh-1	NPR1 activator	hcDAF12 agonist	hgDAF-12 ag	HGIII-sPLA2 inh	ssDAF-12 act	SMARCA2 activ	DAX1 inh-2	NPR2 activator	KLK7 zymogen act
C[C@H](O)[C@@H]1CN2CCc3c([nH]c4c(-c5ccc6c(c5)OCO6)cccc34)[C@@H]2C[C@@H]1N(C)C(=O)c1ccccc1F	.	-1.3	-6	-1.9	-1.0	-13	-1.7	-4	.	-12	0.9
CN(C)c1nc(N)c([N+](=O)[O-])c(NCc2ccccc2)n1	7.6*	0.1	12	-0.8	1.9	-1	-1.0	-2	-1.5	5	0.3
CC(C)CCn1c(=O)c2ccccc2n2c(CCl)nnc12	-1.3	-1.5	17	0.0	-1.9	-2	-1.4	-2	-0.7	6	-0.5
N#Cc1c(N2CCN(C(=O)c3ccco3)CC2)nc(-c2ccccc2)c2c1CCCC2	2.7	-1.6	5	-3.0	-4.2	-4	-2.2	-2	-2.2	-1	-65
Cc1cccn2cc(CNC(=O)CC3CCCC3)nc12	3.0	-0.3	-2	-1.7	1.4	1	-1.2	0	-0.7	1	0.1

Other records follow.
SMILES	GAA850 FXN act	DAX1 inh-1	NPR1 activator	hcDAF12 agonist	hgDAF-12 ag	HGIII-sPLA2 inh	ssDAF-12 act	SMARCA2 activ	DAX1 inh-2	NPR2 activator	KLK7 zymogen act
Cc1cc(N2CCN(c3ccccc3)CC2)nc(-n2nc(C)cc2C)n1	-1.0	-1.6	-5	-1.9	-3.7	6	-1.6	-2	-2.9	-1	0.1
CCN(CC)C(=O)c1ccc(C(=O)c2c(C)cc(C)cc2C)cc1	-1.3	-0.9	4	-2.5	0.1	-3	-1.6	-7	0.5	6	0.2
COc1ccc(OC)c(-n2c(-c3cccc(C)c3)n[nH]c2=S)c1	4.2	-0.9	-5	0.4	-0.8	8	-1.5	-3	0.2	-5	0.5
COc1ccc(S(=O)(=O)NC(CC(=O)N2CCc3ccccc32)c2ccco2)cc1 (stereo unspecified)	-0.3	-0.9	1	-0.7	-0.8	-11	-0.9	-2	-0.3	1	0.3
Cn1cc(SCC(=O)N2CCCc3ccccc32)c2ccccc21	0.3	-0.5	-5	3.1	-2.4	2	-1.1	-3	0.1	-3	0.3
CCN1C(=O)C(=O)N(CC(=O)c2cc(C)n(C3CC3)c2C)C1=O	1.3	2.2	1	1.9	4.2	5	-0.4	4	1.0	-1	0.3
COCc1c(C(=O)N/N=C/C2CC=CCC2)nnn1-c1nonc1N (stereo unspecified)	-0.2	0.2	3	-1.6	-2.2	-4	-1.7	-3	0.0	4	-0.7
COc1ccc(C)cc1NC(=O)C1CCN(S(=O)(=O)c2cccc3cccnc23)CC1	-1.1	-0.5	-2	1.1	0.9	12	-0.8	0	0.7	-8	-0.6
COCCn1c(SCC#N)nnc1-c1ccccc1O	-1.5	-0.5	3	2.1	-0.5	0	0.6	0	0.5	0	0.8
Cc1cc2c(cc(C(=O)NCCCN3CCOCC3)n2Cc2ccc(Cl)cc2)o1	-0.1	-0.8	-1	-1.5	-0.1	-12	-1.0	1	1.9	-2	-0.1
CCC(c1nnnn1CCOC)N1CCN(c2cccc(C(F)(F)F)c2)CC1 (stereo unspecified)	3.5	-0.8	1	-1.8	-0.4	-3	-1.1	2	0.5	6	-0.2
CC(OC(=O)CCCOc1ccccc1)C(=O)NC(N)=O (stereo unspecified)	-2.0	-0.1	5	-0.9	0.6	-1	-1.0	-3	0.4	-1	0.0
COc1cccc(CNC(=O)Cn2ncn3cccc3c2=O)c1OC	1.5	0.7	-4	-0.4	3.8	1	-0.8	2	0.8	-4	-0.1
O=CN(/C=C1\Sc2ccccc2C1=O)Cc1ccccc1	-2.2	0.1	0	4.8	6.7	-7	0.1	0	0.3	-6	0.1
O=C(CSc1nnc(COc2ccccc2)o1)Nc1nccs1	-1.1	0.7	-1	-0.2	3.3	-3	-1.0	2	1.9	-10	0.1
CCN(CC)C(=O)c1nc[nH]c1C(=O)N(C)Cc1ccccc1	0.3	-0.1	2	-1.5	-0.8	4	-1.2	0	1.5	-2	-0.1
CCN(C(=O)COC(=O)CCS(=O)(=O)c1ccc(C)cc1)C1CCS(=O)(=O)C1 (stereo unspecified)	0.5	-0.3	0	-0.3	1.2	6	-0.8	-1	0.0	-5	-0.6
CCOc1ccccc1-c1nnc(SCC(=O)Nc2ccccc2)o1	-1.5	-1.6	-2	1.7	-0.5	-7	-0.3	-1	0.3	2	-0.1
COc1cccc(CN2CCNC(=O)C2CC(=O)N(C)CCc2ccccn2)c1 (stereo unspecified)	0.7	0.2	-4	1.2	1.2	-1	-1.2	-2	-0.3	1	-0.2
COc1ccc(C(=O)N2CCC2(C)C(=O)NC(C)C)cc1 (stereo unspecified)	-0.9	-0.3	1	-1.4	1.2	-6	-1.1	3	.	8	0.5
CCOc1ccccc1C(=O)Nc1cccc2ccccc12	1.0	-0.5	-6	-2.4	-1.0	1	-1.4	-1	1.6	-2	-0.3
[O-][n+]1onc2c1C(N1CCOCC1)CCC2N1CCOCC1 (stereo unspecified)	-2.3	-0.2	0	-0.6	-2.8	-6	-1.3	0	-0.3	2	-0.5
CN(C)CCNC(=O)COc1ccc(C23CC4CC(CC(C4)C2)C3)cc1	5.1	0.1	-10	-1.1	1.5	-17	-1.6	3	-0.5	-6	-0.3
C=CCOc1c(Br)cc(/C=N\n2nnnc2N)cc1OC	3.4	-0.4	-28	-2.6	-4.1	6	-1.8	-3	-1.3	-22	0.2
CN1CCN(C2CN(C3CCCCC3)S(=O)(=O)C2)CC1 (stereo unspecified)	.	-0.6	-1	1.9	-0.9	1	-1.8	-2	.	5	0.4
O=C1N2Cc3ccccc3C2CS(=O)(=O)N1CCc1ccccc1 (stereo unspecified)	.	1.3	-5	-1.2	3.6	2	-1.6	3	.	-5	0.7
C/C(=N\NC(=O)c1ccccc1)c1ccccc1F	4.9	-0.1	1	1.7	1.6	1	-1.0	0	-0.1	6	-0.7
CC(=NNC(=O)c1ccncc1)c1cc(Cl)ccc1Cl	0.4	-2.5	-1	-2.5	-3.7	-5	-1.6	4	0.5	-1	0.6
COC(=O)c1ccc(CSc2nc3c(cnn3-c3ccccc3)c(=O)[nH]2)o1	3.7	-0.4	-5	1.0	-1.3	0	-1.6	-2	-0.2	1	-0.8
CN(Cc1nc(-c2ccccn2)no1)S(=O)(=O)c1ccc(Br)cc1	0.6	0.8	3	-0.9	1.4	5	-1.3	-4	0.9	3	-0.6
CC(C)(C)OC(=O)n1cc(/C=N/NC(=O)c2ccco2)c2ccccc21	5.2	1.0	-6	0.3	9.1	10	0.2	3	0.2	-6	0.5
CCN(c1ccccc1)S(=O)(=O)c1ccc(Cl)nc1	-2.1	-0.8	-1	-0.6	0.7	0	-1.6	-3	0.3	-1	0.0
COc1ccc(-c2nc3ccc(Br)cn3c2Cc2ccccc2)cc1OC	.	0.4	-2	-0.1	1.8	-5	-0.9	5	.	3	0.0
